GLP-1R inv ag: acts as inverse agonist at human GLP-1 receptor | P43220 | HEK293 GLP-1R CRE-luciferase, luminescence, 24 h; GLP-1R form is constitutively active | Potency, µM (top dose mostly 38.3 µM), for the others: at the highest dose activity change, negative = inhibition, usual class: inhibitors | hit rate 1.6% among 410,000; further: potency means the concentration at half of the fitted maximal effect; on the % scale 0 is the no-effect control and ±100 the full control effect; nearly all actives have a fitted effect of over 55% in size
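GLP-1R inverse agonism mode: basal reporter luminescence in engineered HEK293 cells measured after one day of compound exposure at 37 deg C, with a 12 min room-temperature detection step.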
FUS yeast rescue: suppressors of FUS proteinopathy in yeast | S. cerevisiae FUS-expressing, growth rescue, OD600, 24 h | hit rate 0.24% among 390,000 | AID 1347120 | Potency, µM (series often up to 76.6 µM), for inactives: at the top dose growth rescue (activation), most hits filed as activators;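 further: potency means the concentration at half of the fitted maximal effect; plate controls were DMSO vehicle for no effect and reference control for full effect; nearly all actives have a fitted effect of over 55% in size; some results filed as inactive show a strong effect at the top dose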
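Restored growth of FUS-toxic S. cerevisiae, read as 600 nm absorbance after 24 h at 30C in galactose medium (starting OD 0.005). Controls CP55940 and DMSO.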
HEK293 tox: cytotoxicity in counter-screen for GLP-1R inverse agonists. HEK293 cAMP-luciferase reporter cells, luminescence, 24 h. Potency, µM (top dose mostly 38.3 µM), inactives show at the top dose activity change, negative = inhibition, hits mostly inhibitors. hit rate 0.13% among 410,000;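 further: loss of luciferase light is scored as toxicity; potency means the concentration at half of the fitted maximal effect; on the % scale 0 is the no-effect control and ±100 the full control effect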
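Compound-treated cells are incubated 24 hr at 37 deg C under 5% CO2 after a 12 hour attachment period, then luciferase detection reagent is added and luminescence is measured following 12 min at room temperature; lowered signal indicates toxicity.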
MmCpn inh: blocks the Methanococcus maripaludis chaperonin Mm-Cpn | purified Mm-Cpn ATPase, ADP Transcreener TR-FRET | Potency, µM (top dose mostly 76.9 µM), for the others: top-dose activity, negative = inhibition, hits mostly inhibitors | hit rate 0.031% among 330,000 | AID 504842; further: potency means the concentration at half of the fitted maximal effect; on the % scale 0 is the no-effect control and ±100 the full control effect; nearly all actives have a fitted effect of over 80% in size
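Eu-cryptate anti-ADP/ADP-d2 competition gives a ratio inversely related to ADP. Enzyme at 25 nM was pre-exposed to compound for 10 min, then given 10 uM ATP for 30 min, 37°C throughout.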
Abeta rescue: compounds reversing amyloid beta toxicity in yeast. Potency, µM (series often up to 46.1 µM), inactives show at the highest dose growth rescue, usual class: activators. hit rate 0.063% among 410,000. yeast expressing A-beta42, growth rescue, OD600, 48 h; response scale: 0% DMSO, 100% iron-clioquinol control; further: potency means the concentration at half of the fitted maximal effect; nearly all actives have a fitted effect of over 55% in size
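Yeast growth medium received pinned compounds, then yeast cells expressing toxic A-beta were added; plates incubated at 30 C for 48 hr. Growth read as absorbance at 600 nm, normalized to DMSO and equimolar FeCl3 plus clioquinol controls.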
aSyn rescue: alpha-synuclein toxicity inhibition in yeast | hit rate 0.14% among 370,000 | Potency, µM (series often up to 46.1 µM), inactives show top-dose growth rescue (activation), actives largely listed as activators | Yeast expressing alpha-synuclein, growth rescue, BacTiter-Glo, 24 h; further: potency means the concentration at half of the fitted maximal effect; % of control where 0% means no effect; nearly all actives have a fitted effect of over 65% in size
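Readout is rescue of growth in alpha-synuclein-expressing yeast, so inhibitors of toxicity appear as activators. Growth after 24 hr at 30 deg C in galactose medium is quantified by luminescence.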
pAkt inh: blocks phosphorylation of Akt; Neuro2A IGF-stimulated pAkt S473 HTRF, 20 min; active compounds read low; hit rate 0.32% among 360,000; activity change, % for hits at 50 µM; in the data active means activity change below about -80%; inconclusive means mostly about -51% to -80%; further: on the % scale 0 is the no-effect control and ±100 the full control effect
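Single-point screen (50 µM final compound) in Neuro2A cells stimulated 20 min with 6 nM IGF at 37 deg C. After lysis, Ser473-phosphorylated Akt read by HTRF (ex 330 nm, em 615/665 nm) as the 665/615 ratio.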
PTHR1 agonist: agonists of human PTHR1 parathyroid hormone receptor; Q03431; Potency, µM (series often up to 115 µM), inactives show at the highest dose activation, actives largely listed as activators; HEK293 GP2 PTHR1 cells, GloSensor cAMP luminescence, 1 h; hit rate 0.075% among 410,000; further: potency means the concentration at half of the fitted maximal effect; nearly all actives have a fitted effect of over 55% in size; some results filed as inactive show a strong effect at the top dose; inactives centre near -15; many of its hits are not listed in these tables
Target sequence (Q03431 whole entry, looked up): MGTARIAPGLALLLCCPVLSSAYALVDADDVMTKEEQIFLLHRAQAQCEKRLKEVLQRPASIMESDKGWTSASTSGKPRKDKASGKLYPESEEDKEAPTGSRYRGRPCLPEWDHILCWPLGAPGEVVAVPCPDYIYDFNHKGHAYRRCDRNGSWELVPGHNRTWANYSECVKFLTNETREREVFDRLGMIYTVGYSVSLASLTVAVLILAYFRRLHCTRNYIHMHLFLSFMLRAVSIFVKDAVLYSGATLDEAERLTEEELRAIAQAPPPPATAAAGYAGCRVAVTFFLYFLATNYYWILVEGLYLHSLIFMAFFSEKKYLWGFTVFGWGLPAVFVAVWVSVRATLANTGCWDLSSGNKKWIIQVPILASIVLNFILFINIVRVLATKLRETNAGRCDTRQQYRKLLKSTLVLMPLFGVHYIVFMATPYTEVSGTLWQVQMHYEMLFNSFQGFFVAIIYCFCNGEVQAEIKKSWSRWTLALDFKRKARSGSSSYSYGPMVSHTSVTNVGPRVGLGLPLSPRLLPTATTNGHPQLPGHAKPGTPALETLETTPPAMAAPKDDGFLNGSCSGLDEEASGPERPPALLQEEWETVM
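HEK-293-derived GP2 cells expressing PTHR1 and a GloSensor cAMP reporter, 3,000/well, plated overnight, given luciferin plus IBMX (each 0.5 mM as added) for 1 h at 37 °C, then compound for 1 h at 37 °C. Luminescence was read after 15 min at room temperature.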
TDP-43 yeast inh: inhibitors of TDP-43 toxicity in yeast; TDP-43 expressing yeast growth rescue, BacTiter-Glo, 24 h; hit rate 1.8% among 410,000; Potency, µM (series often up to 46.1 µM), for the others: at the highest dose growth rescue (activation), usual class: activators; AID 652104; further: potency means the concentration at half of the fitted maximal effect; % of control where 0% means no effect; nearly all actives have a fitted effect of over 50% in size
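In this qHTS, compounds that restore growth of yeast expressing TDP-43 appear as activators. Cells (OD600=0.02, galactose medium, raffinose-pregrown) are incubated with compound 24 hr at 30 deg C and growth is quantified by BacTiter-Glo.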
* hit, by the source's call; i = inactive; ? = inconclusive; / = not tested or not shown; [ ] = another dose, or the depositor's remark. Unless noted, the call rests on the fitted dose curve; in most records, active means well fitted curve in the direction sought with a large enough effect; inconclusive means small, poorly fitted or top-dose-only effect, or another doubt; inactive means no such curve, though single readings can be large; an effect the other way counts as inactive or inconclusive. This is a subset (hit frequency here may not be typical).

Compound,TDP-43 yeast inh,pAkt inh,FUS yeast rescue,HEK293 tox,aSyn rescue,Abeta rescue,GLP-1R inv ag,PTHR1 agonist,MmCpn inh
COc1cccc(C(=O)NCCS(=O)(=O)NCCc2ccc(OC)c(OC)c2)c1,16%,i,2%,17%,-6%,5%,31%,-1%,-1%
Cc1csc(SCC(=O)Nc2ncc(Cl)c(C)c2Cl)n1,?,i,4%,-13%,-4%,13%,-2%,-13%,1%
CCN(CC)c1ccc(/C=N/Nc2ccc(C)cc2)c(O)c1,5%,i,/,-14%,0%,4%,?,-8%,-2%
O=C1c2cccc3c(Cl)ccc(c23)C(=O)N1O,-39%[inhibitor],i,-2%,-26%,?,-66%[inhibitor],6%,i,-4%
CCC(=O)N1CCc2cc(S(=O)(=O)CCC(=O)Nc3ccc(OC)cc3)ccc21,4%,/,-14%,7%,1%,-5%,14%,i,0%
O=C(c1ccccc1F)N1CCC2CC1c1cc(N3CCCCC3)ccc12 (stereo unspecified),23%,i,-13%,-2%,-2%,-9%,?,-25%,/
O=C(O)CCC(=O)CCC(=O)c1ccccc1,-1%,i,8%,2%,-1%,18%,0%,i,-1%
O=C(CCl)Nc1ccc(Oc2cnc3ccccc3n2)cc1,7%,i,23%,?,0%,-25%,?,i,-7%
COc1ccc(-n2nc3c(N4CCCC(C(=O)NCCc5ccccc5C)C4)nnc(C)c3c2C)cc1 (stereo unspecified),-4%,/,15%,-29%,/,-7%,5%,1%,/
CC(=O)Nc1c(NCC(C)C)c2ccccc2oc1=O,-13%,i,7%,-5%,19%,23%,7%,i,1%
O=C1c2ccccc2-c2onc3ccc(NCc4ccco4)c1c23,3%,i,/,11µM*,10%,-49%[inhibitor],?,-33%,?
Fc1cccc(Cc2c(C3CCCCC3)nc3c4ccccc4ccn23)c1,18%,i,-2%,7%,0%,4%,12%,i,/
COc1ccccc1OCc1nc(-c2cccc([N+](=O)[O-])c2)no1,19%,i,26%,-16%,22%,6%,-9%,i,0%
NC(=O)CCNC(=O)c1ccc(Cl)cc1,-4%,i,9%,18%,3%,15%,11%,-24%,-2%
Cc1oc(-c2ccc(C(=O)Nc3cccc(C(F)(F)F)c3)cc2)nc1CSc1ccccc1,0%,/,8%,-22%,/,-12%,2.2µM*,-90%[inhibitor],/
N#Cc1c(NC(=O)CSc2nnc(-c3ccccc3)o2)sc2c1CCCC2,-9%,i,25%,-7%,1%,11%,3%,-12%,0%
COc1ccc(-c2cc(=O)c(C(=O)c3ccc(C)cc3)n[nH]2)cc1,14%,i,-8%,3%,-8%,-3%,16%,-14%,5%
O=C(/C=C/c1cnc2ccccc2n1)NC12CC3CC(CC(C3)C1)C2,16%,i,14%,-20%,2%,-5%,2.5µM*,i,1%
Cc1cc(C)n(C(=O)CCCn2cc([N+](=O)[O-])cn2)n1,6%,i,-5%,-2%[0.307 µM],-3%,18%,5%[0.307 µM],5%,2%
CN(C)S(=O)(=O)Nc1ccc2c(c1)Cc1ccccc1-2,6%,i,8%,0%,3%,?,?,i,-1%
Cc1c(Cl)cccc1NC(=O)CSc1nnc(C)n1-c1ccccc1,-1%,/,21%,-2%,2%,16%,-12%,-24%[57.5 µM],1%
CCc1cccc(NC(=O)CCS(=O)(=O)c2cc3c4c(c2)CCN4C(=O)CC3)c1,?,/,0%,3%,/,-5%,-5%,i,/
Cc1oc(-c2ccccc2F)nc1CS(=O)CC(=O)NC1CCCC1 (stereo unspecified),-6%,i,-7%,-9%,0%,4%,14%,i,2%
Cn1c(NN)nc2c1c(=O)n(Cc1ccccc1)c(=O)n2C,0%,i,-3%,3%,-11%,-20%,3%,0%,0%
COc1ccc(NS(=O)(=O)c2ccc(C)c(C(=O)N(C)Cc3ccc(OC)cc3OC)c2)cc1,9%,i,19%,-3%,7%,12%,18%,-35%[inhibitor],2%
CC(=O)Nc1ccc(NC(=O)C(C)Sc2n[nH]c(-c3ccc(C)cc3)n2)cc1 (stereo unspecified),-19%,i,14%,-17%,-1%,-3%,9%,-6%,-3%
CC1CCN(c2nc(-c3ccc(C(C)(C)C)cc3)nc3ccccc23)CC1,16%,/,-2%,20%,/,-43%[inhibitor],?,-62%[inhibitor],/
CC1CC(=O)N(CCc2ccccc2)C(=O)C1,-6%,i,-2%,-9%,-1%,0%,2%,5%,/
O=C(CC(=O)c1ccccc1)Nc1cccnc1Cl,24%,i,5%,3%,4%,-5%,20%,-30%,0%
COc1ccc(NC(=O)Nc2nnc([C@H]3C[C@H](O)[C@@H](CO)O3)s2)cc1,25%,i,-2%,7%,6%,-3%,30%,-9%,/
Cc1ccc2nc(-c3ccc(SCC(=O)Nc4nnc(C)s4)nc3)[nH]c2c1,0%,i,32%,?,-2%,-12%,?,i,-1%
COc1cc(CN(C)CC2CCCN(CCc3ccc(F)cc3)C2)c(Cl)cc1O (stereo unspecified),24%,i,?,0%,-10%,-22%,?,-18%,-2%
CCS(=O)(=O)N1CCC(C(=O)NCCc2ccccc2)CC1,-13%,i,-11%,8%,0%,2%,2%,-1%[57.5 µM],1%
Cc1cccc(CC2CC(=O)N(c3ccccc3)C2=O)c1 (stereo unspecified),1%,i,10%,-16%,3%,6%,-24%,-10%[57.5 µM],1%
CCc1ccc(N(CC(=O)NC(C)(C)C)C(=O)CCC(=O)Nc2ccccn2)cc1,15%,i,13%,-23%,11%,5%,-14%,-48%[inhibitor],1%
C[C@H](CO)N1C[C@H](C)[C@@H](CN(C)C(=O)NC2CCCCC2)Oc2ccc(NS(=O)(=O)c3ccccc3)cc2C1=O,4%,i,26%,7%,-3%,-5%,12%,-3%,0%
COc1cccc(NC(=O)CN(C)C(=O)c2cc(S(=O)(=O)N3CCCCCC3)ccc2OC)c1,8%,i,16%,-5%,-4%,18%,2%,?,0%
C=CCOc1ccc(C2C(C#N)=C(N)N(Nc3ccccc3)C3=C2C(=O)CC(C)(C)C3)cc1OC (stereo unspecified),-7%,i,?,124%[activator],1%,-6%,?,i,1%
COc1cc(C(C)=O)ccc1COc1ccc(C(=O)OCC(=O)NC2CCS(=O)(=O)C2)cc1OC (stereo unspecified),13%,i,21%,0%,-1%,2%,77%[activator],-4%,-5%
COc1cccc(/C=C/C(=O)Nc2ccc(C(=O)Nc3cccc(S(N)(=O)=O)c3)cc2)c1OC,-9%,i,9%,2%,0%,0%,-6%,i,-4%
CN1CCN(c2ccc(C(=O)c3cn(-c4ccc(F)c(Cl)c4)nn3)cc2)CC1,-2%,i,12%,4%,7%,-7%,-31%,i,1%
CCOC(=O)N1CCc2c(sc3c2c(=O)n(-c2ccc(CC)cc2)c(=O)n3Cc2ccc(F)cc2Cl)C1,8%,/,-1%,0%,/,-16%,7%,-22%,/
Cc1sc2ncnc(N3CCC(C(=O)N(C)CC(=O)Nc4ccccc4Br)CC3)c2c1C,8%,i,33%,?,13%,-12%,?,-38%[inhibitor],-2%
CCCCc1nnc(NC(=O)CSc2nc(O)c(Cc3ccccc3)c(=O)[nH]2)s1,-13%,i,-3%,13%,0%,-15%,29%,17%,0%
CCOC(=O)c1[nH]cnc1C(=O)NC1CCCCC1,-1%,i,16%,-14%,3%,13%,55%[activator],-23%,0%
Cc1ccc(O)c(-c2cc(C(=O)Nc3c(C)n(C)n(-c4ccccc4)c3=O)[nH]n2)c1,10%,i,/,-3%,-5%,13%,22%,i,1%
Nc1[nH]n(-c2ccccc2)c(=O)c1N=Nc1ccccc1,-21%,i,16%,-23%,-10%,-11%,-20%,0%,-5%
COc1ccc(N(C(=O)c2cccnc2)S(=O)(=O)c2cccc([N+](=O)[O-])c2)cc1,-5%,i,8%,0%,13%,-1%,-5%,-13%,1%
Fc1ccc(Nc2nc(N3CCOCC3)c3ccccc3n2)cc1,-6%,/,16%,18%,-8%,1%,?,-2%[57.5 µM],0%
O=c1oc2cc([N+](=O)[O-])ccc2nc1/C=C(\O)c1cccc(Br)c1,-27%,i,12%,-5%,3%,9%,4%,i,-3%
Cc1[nH]c2ccccc2c1C(=O)CSC(=S)N1CCOCC1,-11%,i,0%,-13%,5%,-12%,-29%,-25%,1%
COc1ccc(C(=O)OCC(=O)c2cc(C)n(CC3CCCO3)c2C)cc1[N+](=O)[O-] (stereo unspecified),?,i,44%,-2%,14%,1%,?,-46%[inhibitor],1%

High-throughput results deposited in PubChem by National Center for Advancing Translational Sciences (NCATS).
